Screens from PubChem.
mHTT-CaM PPI inh: disrupts binding of mutant huntingtin to calmodulin | P42858 | AlphaScreen His-mHTT/GST-CaM binding, luminescence | inhibition, % at 15 µM | hit rate 3.6% among 190,000 | AID 1671202;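 note: 0% = both proteins with DMSO and 100% = one protein alone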
Target sequence (P42858 whole entry, looked up, stated change not applied): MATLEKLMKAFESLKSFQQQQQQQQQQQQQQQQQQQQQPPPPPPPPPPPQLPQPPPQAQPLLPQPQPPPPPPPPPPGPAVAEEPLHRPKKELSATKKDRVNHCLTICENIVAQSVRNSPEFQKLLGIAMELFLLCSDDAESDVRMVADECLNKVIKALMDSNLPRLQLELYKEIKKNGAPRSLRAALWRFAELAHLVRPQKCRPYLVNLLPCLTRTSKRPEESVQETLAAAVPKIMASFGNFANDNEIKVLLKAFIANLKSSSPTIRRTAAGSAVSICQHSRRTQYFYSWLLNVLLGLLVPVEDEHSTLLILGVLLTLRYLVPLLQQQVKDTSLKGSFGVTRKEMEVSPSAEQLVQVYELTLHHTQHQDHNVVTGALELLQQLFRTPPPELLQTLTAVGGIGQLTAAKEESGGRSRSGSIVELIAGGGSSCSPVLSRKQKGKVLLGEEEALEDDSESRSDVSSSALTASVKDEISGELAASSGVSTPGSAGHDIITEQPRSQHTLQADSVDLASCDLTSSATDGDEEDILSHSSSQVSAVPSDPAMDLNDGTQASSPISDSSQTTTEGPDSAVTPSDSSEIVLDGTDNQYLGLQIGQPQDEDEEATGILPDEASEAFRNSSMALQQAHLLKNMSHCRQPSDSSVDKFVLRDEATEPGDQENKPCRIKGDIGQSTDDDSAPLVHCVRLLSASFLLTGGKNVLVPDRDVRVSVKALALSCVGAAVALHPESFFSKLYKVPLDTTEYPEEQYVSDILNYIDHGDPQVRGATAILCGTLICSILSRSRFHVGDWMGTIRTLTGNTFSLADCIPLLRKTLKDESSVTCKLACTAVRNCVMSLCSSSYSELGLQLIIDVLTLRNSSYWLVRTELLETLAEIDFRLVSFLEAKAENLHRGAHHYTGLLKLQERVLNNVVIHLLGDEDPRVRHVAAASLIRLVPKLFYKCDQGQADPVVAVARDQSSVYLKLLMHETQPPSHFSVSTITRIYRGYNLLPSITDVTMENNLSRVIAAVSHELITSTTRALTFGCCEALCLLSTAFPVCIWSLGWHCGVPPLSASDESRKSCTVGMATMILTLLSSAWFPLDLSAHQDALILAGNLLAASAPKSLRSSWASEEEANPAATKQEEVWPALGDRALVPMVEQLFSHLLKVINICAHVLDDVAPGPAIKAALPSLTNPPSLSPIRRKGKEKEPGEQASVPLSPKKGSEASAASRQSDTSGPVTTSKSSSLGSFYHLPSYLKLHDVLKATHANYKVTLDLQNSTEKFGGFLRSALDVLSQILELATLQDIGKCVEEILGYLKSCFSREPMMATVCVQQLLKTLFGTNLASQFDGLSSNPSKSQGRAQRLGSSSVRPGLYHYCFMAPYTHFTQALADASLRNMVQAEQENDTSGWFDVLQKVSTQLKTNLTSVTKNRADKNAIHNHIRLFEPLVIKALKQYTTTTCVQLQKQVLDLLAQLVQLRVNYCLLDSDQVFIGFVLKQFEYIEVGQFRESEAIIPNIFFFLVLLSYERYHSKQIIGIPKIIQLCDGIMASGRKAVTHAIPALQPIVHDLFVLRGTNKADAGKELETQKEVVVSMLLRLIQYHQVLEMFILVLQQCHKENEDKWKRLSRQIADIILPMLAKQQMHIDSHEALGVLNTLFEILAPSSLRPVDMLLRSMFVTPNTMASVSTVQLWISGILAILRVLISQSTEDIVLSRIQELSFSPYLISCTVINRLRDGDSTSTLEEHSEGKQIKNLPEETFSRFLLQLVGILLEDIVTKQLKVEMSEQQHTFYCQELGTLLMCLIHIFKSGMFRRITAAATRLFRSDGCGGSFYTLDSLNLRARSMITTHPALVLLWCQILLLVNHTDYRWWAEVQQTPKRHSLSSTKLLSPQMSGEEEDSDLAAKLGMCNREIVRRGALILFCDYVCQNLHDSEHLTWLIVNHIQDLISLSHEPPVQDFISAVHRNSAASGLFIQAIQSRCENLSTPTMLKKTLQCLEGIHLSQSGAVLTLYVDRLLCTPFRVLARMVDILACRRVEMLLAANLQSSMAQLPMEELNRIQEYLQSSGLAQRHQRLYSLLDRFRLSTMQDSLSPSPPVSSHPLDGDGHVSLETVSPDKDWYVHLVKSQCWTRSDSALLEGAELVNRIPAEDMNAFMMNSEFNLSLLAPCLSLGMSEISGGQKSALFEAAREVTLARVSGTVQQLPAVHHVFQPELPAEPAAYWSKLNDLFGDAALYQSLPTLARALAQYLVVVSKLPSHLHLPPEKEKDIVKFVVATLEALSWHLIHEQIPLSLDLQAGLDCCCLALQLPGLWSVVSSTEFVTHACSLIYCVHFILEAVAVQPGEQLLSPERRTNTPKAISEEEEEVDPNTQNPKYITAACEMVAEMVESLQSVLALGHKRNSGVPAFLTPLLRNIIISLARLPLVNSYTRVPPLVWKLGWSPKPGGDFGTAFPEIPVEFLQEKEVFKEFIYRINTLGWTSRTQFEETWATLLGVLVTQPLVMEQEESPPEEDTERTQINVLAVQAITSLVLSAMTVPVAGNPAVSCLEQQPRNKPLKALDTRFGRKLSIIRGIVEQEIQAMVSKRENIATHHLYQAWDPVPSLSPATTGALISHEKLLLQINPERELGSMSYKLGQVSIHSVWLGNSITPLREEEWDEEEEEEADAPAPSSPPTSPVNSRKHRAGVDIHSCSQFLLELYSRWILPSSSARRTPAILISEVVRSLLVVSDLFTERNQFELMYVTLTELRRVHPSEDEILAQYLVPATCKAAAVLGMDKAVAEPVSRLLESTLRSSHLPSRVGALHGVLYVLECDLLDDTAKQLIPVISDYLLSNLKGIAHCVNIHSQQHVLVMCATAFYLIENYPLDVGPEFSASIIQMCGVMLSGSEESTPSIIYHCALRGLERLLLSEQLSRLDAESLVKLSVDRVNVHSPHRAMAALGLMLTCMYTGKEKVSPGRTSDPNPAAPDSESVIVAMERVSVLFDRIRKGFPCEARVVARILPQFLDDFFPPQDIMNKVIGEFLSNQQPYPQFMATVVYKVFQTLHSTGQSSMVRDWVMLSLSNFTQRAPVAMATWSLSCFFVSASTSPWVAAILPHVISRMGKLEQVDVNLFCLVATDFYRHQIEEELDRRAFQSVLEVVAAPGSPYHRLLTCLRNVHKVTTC
Pf apPOL inh: Pf-apPOL DNA polymerase inhibition. hit rate 0.25% among 210,000. inhibition, % at 10 µM. AID 1794808. Recombinant Pf-apPOL, molecular beacon fluorescence, 1.5 h
An asterisk follows results filed as active; i = inactive; / = not tested or not shown; & = joins results of further samples. Cut-off read from the data, not from the text of the source: active = inhibition above about 50%; inactive = the rest.

SMILES	mHTT-CaM PPI inh	Pf apPOL inh
O=C(C1CC(c2ccccc2F)=NO1)N1CCN(c2ccc(F)cc2)CC1 (stereo not drawn)	-3	-1
COc1ccc(C2=NN3C(C2)c2cc(OC)ccc2OC3c2cccc([N+](=O)[O-])c2)cc1 (stereo not drawn)	1	-6
CN(c1ncnc2c1cnn2-c1ccc(Cl)cc1)C1CCCCC1	13	-4
Cc1ccc(NC(=O)c2oc(=O)c3ccccc3c2-c2ccccc2)cc1	-8	-6
COc1cccc2sc(Nc3nc4ccc(S(C)(=O)=O)cc4s3)nc12	-36	-252
Nc1cc(C2CCN(C(=O)c3cccc(Br)c3)CC2)no1	-9	2
CC1CCC2C(=O)N(c3ccccc3OCC(=O)c3ccc(F)cc3)C(=O)C2C1 (stereo not drawn)	-4	1
CC(=O)N1N=C(c2ccc(C)cc2)CC1c1cc2cc3c(cc2nc1Cl)OCO3 (stereo not drawn)	0	0
Cc1ccc(CNC(=O)C2CCCN(C(=O)Cc3cccc4ccccc34)C2)cc1 (stereo not drawn)	3	0
CN(C)c1nc(-c2ccccc2)nc(Nc2ccc(Cl)cc2Cl)c1C#N	/	3
O=C1CC[C@H](O)CCN1CCSc1ccc(Br)cc1	-3	-8
CCCCNC(=O)C1CC(c2cc(OC)c(OC)c(OC)c2)=NO1 (stereo not drawn)	-8	-9
Cc1ccc(-c2nc(-c3ccc4nnc(C)n4c3)no2)c(C)c1	23	9
Cc1cc(C)cc(NC(=O)C2CC(=O)N(CCc3c[nH]c4ccc(Cl)cc34)C2)c1 (stereo not drawn)	100*	-3
Clc1ccc(C2=NC(c3ccc4c(c3)OCO4)NN2)cc1 (stereo not drawn)	/	-2
O=S(=O)(C1CC1)N1CCC(OCc2nc(C3CC3)no2)CC1	-4	-4
O=C(c1ccoc1)N1CCCC(c2cc(-c3ccccc3)n[nH]2)C1 (stereo not drawn)	11	-3
Cc1ccccc1-c1cc(C(N)=O)c2ccccc2n1	-3	1
O=C(c1ccoc1)N1CCC(c2nncn2Cc2ccccc2)CC1	-10	0
CCN(CC)c1ccc(C(C2=C(O)CC(C)(C)CC2=O)C2C(=O)CC(C)(C)CC2=O)cc1 (stereo not drawn)	44	2
Cc1c(C)n(C(=O)CSc2nnc(-c3ccccc3)o2)c2ccccc12	11	-4
COc1ccc(NC(=O)NCCc2ccsc2)cc1	-16	-10
CCC(=O)NCc1csc(C2CCN(S(=O)(=O)c3ccccc3C)CC2)n1	7	-2
COc1ccc(OC)c(-c2csc(NC(=O)C3CCCN3S(C)(=O)=O)n2)c1 (stereo not drawn)	0	-16
Cc1c(N)c(=O)n(-c2ccccc2)n1C	-3	0
O=C(O)[C@@H]1CC=C[C@@H]2CCN(C3CCCCC3)C(=O)[C@@H]21	3	1
O=C(Oc1ccc2c(c1)OC(=Cc1ccc(Br)cc1)C2=O)c1ccco1	25	-2
CCN(CC)C(=O)CCc1ccccc1	2	-6
Cn1cc(S(=O)(=O)Cc2ccc(C(F)(F)F)cc2)c2ccccc21	-5	-6
Cc1n[nH]c(C)c1S(=O)(=O)N1CCN(c2ccc3nnc(C4CC4)n3n2)CC1	2	2
Cc1cc(-c2nc(COc3ccc([N+](=O)[O-])cc3)no2)no1	/	-25
NC(=Nc1csc(C(F)(F)F)c1-c1ccccc1)N1CCCCC1	/	-1
O=C(NC1CC1)c1c[nH]c2ccc(S(=O)(=O)Nc3cccc(C(F)(F)F)c3)cc2c1=O	27	-17
COc1ccc(S(=O)(=O)N(CC(=O)O)C2CCCCC2)cc1OC	-3	-22
NS(=O)(=O)c1ccc(CCNC(=O)Cn2c3c(c4ccccc42)CCC3)cc1	4	0
CCOC(=O)c1cnc2nc(C)ccc2c1Nc1cc(F)ccc1Cl	42	0
COc1ccc(N2CC(O)=C(c3nc4ccccc4s3)C2=N)cc1	-4	1
COc1cc(C(=O)N2CCC(Cn3ccnc3)CC2)cc(OC)c1OC	-9	-8
Fc1ccccc1CSc1nnnn1-c1ccccc1F	-59	-6
COc1ccccc1CN1CCCCC1c1nncn1CC1CC1 (stereo not drawn)	-3	0
Cc1ccc(S(=O)(=O)NC2CCN(c3ncnc4c3CCC4)C2)cc1 (stereo not drawn)	3	5
COc1cccc(C2=N/C(=C\c3coc4ccccc4c3=O)C(=O)O2)c1	2	-1
COc1ccc2[nH]c(C(=O)NCCNc3cccc(C(F)(F)F)n3)cc2c1	/	-1&0
O=C(NCCN1CCN(C(=O)NC(c2ccccc2)c2ccccc2)CC1)c1cccs1	7	-5
CC(C)(Oc1ccc(Cl)cc1)C(=O)N1CCC2(CC1)OCCS2	-22	-5
O=C(CNC(=O)C1CCCCC1)Nc1cc(Cl)cc(Cl)c1	-1	-8
CCCc1cc(C2CCCN2C(=O)Nc2ccc(C)c(C)c2)no1 (stereo not drawn)	-9	0
O=C(NCc1ccc(N2CCCC2)cc1)c1ccc(N2CCNC(c3ccccc3)C2)nc1 (stereo not drawn)	79*	0
CCNC(=O)N1CCC(OC)CC1	2	-3
COc1cc2c(cc1C=O)OC(C)C2 (stereo not drawn)	-3	4
COc1ccc(N(C(F)F)S(=O)(=O)c2cc([N+](=O)[O-])ccc2C)cc1	18	-12
COc1cccc2cc(C(N)=O)c(=Nc3cc(C(F)(F)F)ccc3Cl)oc12	-1	-4
Cc1cc(C)c(C#[N+][O-])c(C)c1	-16	/
Cn1cc(C=C2C(=O)OC3(CCCCC3)OC2=O)c2ccccc21	6	7
COc1ccc(N(C(=O)/C=C/c2ccc(OC)c(OC)c2)C2=CC3CCC(C2)N3C)cc1 (stereo not drawn)	0	-2
COc1ccc(CCS(=O)(=O)NCC(c2ccc(N(C)C)cc2)N2CCCC2)cc1 (stereo not drawn)	41	-8
O=C(NCc1ccccc1)c1ccc(-c2ccccc2C(F)(F)F)o1	-15	-9
O=C(CN1N=NC2C(=O)N(c3ccccc3)C(=O)C21)Nc1ccccc1F (stereo not drawn)	7	-12
Nc1nnc(SCc2cc3c(cc2Cl)OCO3)s1	4	0
COc1ccc(C2C=C(c3cccs3)Nc3ncnn32)cc1 (stereo not drawn)	8	-11

Next entries follow.
SMILES	mHTT-CaM PPI inh	Pf apPOL inh
COc1cc(/C=C(\C#N)c2nc3ccc(C)cc3[nH]2)ccc1OCC#N	70*	-4
C#CC(C)(C)NC(=O)CCCCCN1C(=O)c2ccccc2C1=O	-7	-3
COc1cccc(C(=O)NC2CC(O)C(CO)C2)c1 (stereo not drawn)	-3	-5
O=C1CCC(=O)N1c1ccc(N2CCN(c3ccc(Cl)c(Cl)c3)CC2)c([N+](=O)[O-])c1	49	-14
CC1=C(C(=O)Nc2ccccc2Br)C2(CCCCCC2)OC1=O	-3	-1
COc1cc2c(cc1C)/C(=N/OC(=O)c1ccc(OC)c([N+](=O)[O-])c1)CCC2	i	4
COc1cc(OC)cc(C(=O)Nc2c3c(nn2C(C)(C)C)CSC3)c1	30	-1
N#Cc1c2c(c(Sc3nnc(-c4ccccc4)n3-c3ccccc3)n3c1nc1ccccc13)CCC2	/	14
COc1cc(C2C(C#N)=C(N)Oc3n[nH]c(-c4ccc5c(c4)OCO5)c32)cc(Cl)c1O (stereo not drawn)	21	-9
O=C(C1CCCCC1)N1C[C@@H](O)[C@H](n2cc(C3CC3)nn2)C[C@@H]1c1ccccc1	16	-3
O=C(Nc1nc(-c2ccc(Cl)cc2)cs1)c1ccc2c(c1)OCO2	-2	2
C=CCN1C(=O)NC(c2ccccc2)C2=C1CN(Cc1cccnc1)C2=O (stereo not drawn)	-2	4
COc1ccc(NC(NC(=O)c2cccc(Cl)c2)C(Cl)(Cl)Cl)cc1 (stereo not drawn)	65*	-6
COCCC(=O)N1CCC(OCc2nc(-c3ccccc3)no2)CC1	2	-2
O=C1CC(C(=O)N2CCN(c3ccc(F)cc3)CC2)CN1CCc1ccccc1 (stereo not drawn)	15	-2
O=C(Nc1cccc(NC(=O)c2cccs2)c1)c1cc2ccccc2o1	4	2
Cc1ccc2c(c1)N(C(C)C(=O)n1ccnc1)C(=O)CO2 (stereo not drawn)	-5	-9
COc1ccc(CCNC(=O)NCC2CC(=O)N(Cc3ccc(F)cc3)C2)cc1 (stereo not drawn)	-1	-10
O=C(Cc1c[nH]c2ccccc12)N1CCC(c2nc(C3CC3)n[nH]2)CC1	8	2
CC(=O)c1cc(F)c(N2CCN(c3ccc([N+](=O)[O-])cc3F)CC2)cc1C	5	1
CCOC(=O)c1oc2cc(C)cc(C)c2c1C	/	0
CN1CCN(C(=O)C2CC=CCC2C(=O)O)CC1 (stereo not drawn)	1	-4
CCOc1ccccc1NC(=O)C1CCN(c2nccc(C)n2)CC1	4	2
O=C(CSc1nnc(-c2ccco2)c(-c2ccco2)n1)c1ccc(Cl)cc1	61*	-6
COc1ccc(NC(=O)c2cc(OC)c(OC)c(OC)c2)cc1	12	-4
CCOc1ccc(/C=C2/C(=O)N(c3ccc(Cl)c(C(=O)O)c3)N=C2C)cc1	6	-6
Cc1cc(NS(=O)(=O)c2ccc(NC(=O)c3ccc(Cl)c(Cl)c3)cc2)no1	6	1
CCOc1ccc2nc(SCC(N)=O)sc2c1	5	-3
COC(=O)C1=C(O)C2(C(=O)O)CC(C(=O)OC)=C(O)C(C(=O)O)(C1)C2	/	5
NS(=O)(=O)Nc1ccccc1Br	-7	-4
Cc1nc(N2CCOCC2)c2c(C)c(C(=O)NCCN(C)c3ccccc3)sc2n1	25	-11
Cc1c(Cl)cccc1NC(=O)CN(C)S(=O)(=O)c1ccc2[nH]c3c(c2c1)CCCC3	52*	-1
O=[N+]([O-])c1ccc(C2Nc3ccccc3-c3nc4ccccc4n32)cc1 (stereo not drawn)	54*	-3
COc1cc(N2C(=O)C3C4C=CC(C4)C3C2=O)nc(OC)n1 (stereo not drawn)	-8	/
CCOC(=O)C(=O)N1CCC(Cn2ccnc2CC)CC1	-14	-4
Cc1nc(Oc2ccccc2)cc(N2CCN(C(=O)c3c(F)cccc3F)CC2)n1	1	1
COc1ccc(OC)c(C2C(C#N)=C(N)OC3=C2C(=O)CC(c2ccccc2)C3)c1 (stereo not drawn)	37	-4
O=C1C(=O)c2ccccc2C(O)=C1c1ccccc1F	4	-5
OCc1ccc(-c2cc(C(F)(F)F)cc(C(F)(F)F)c2)o1	/	0
Brc1cccc(-c2nc3ccccc3o2)c1	-8	3
Cc1cccc(NC(=O)Cn2[nH]c3c(cnc4ccc(Cl)cc43)c2=O)c1C	23	-3
Cc1ccc(NC(=O)CN2C(=O)N/C(=C\c3ccc(Br)s3)C2=O)cc1	15	-5
Cc1c(C(=O)NCCN(C)C)oc2ccc(S(=O)(=O)N3CCCCCC3)cc12	1	-2
Cc1ccc(C)c(C(=O)NCC(C)(O)CCc2ccccc2)c1 (stereo not drawn)	-16	-4
O=C1CC(N2CCN(Cc3ccc4c(c3)OCO4)CC2)C(=O)N1c1ccccc1 (stereo not drawn)	2&-2	7&0
Cc1cccc(NC(c2ccc(O)cc2)c2ccc3ccc(C)nc3c2O)n1 (stereo not drawn)	97*	-6
O=C(C1CCCO1)N1CCc2[nH]nc(-c3ccc(F)cc3)c2C1 (stereo not drawn)	1	-4
CCN(CC)C(=O)N1c2ccccc2C=Cc2ccccc21	-1	-1
COc1ccc(-n2nc3c(c2NC(=O)c2cc([N+](=O)[O-])ccc2Cl)CSC3)cc1	21	-6
CCOc1ccc(NC(=O)c2ccccc2NC(=O)c2ccccc2)cc1	-11	-21

For reference, 26 of the compounds above.
SMILES	mHTT-CaM PPI inh	Pf apPOL inh
COc1ccc(NC(=O)c2cc(OC)c(OC)c(OC)c2)cc1	12	-4
CCOc1ccc(/C=C2/C(=O)N(c3ccc(Cl)c(C(=O)O)c3)N=C2C)cc1	6	-6
Cc1cc(NS(=O)(=O)c2ccc(NC(=O)c3ccc(Cl)c(Cl)c3)cc2)no1	6	1
CCOc1ccc2nc(SCC(N)=O)sc2c1	5	-3
COC(=O)C1=C(O)C2(C(=O)O)CC(C(=O)OC)=C(O)C(C(=O)O)(C1)C2	/	5
NS(=O)(=O)Nc1ccccc1Br	-7	-4
Cc1nc(N2CCOCC2)c2c(C)c(C(=O)NCCN(C)c3ccccc3)sc2n1	25	-11
Cc1c(Cl)cccc1NC(=O)CN(C)S(=O)(=O)c1ccc2[nH]c3c(c2c1)CCCC3	52*	-1
O=[N+]([O-])c1ccc(C2Nc3ccccc3-c3nc4ccccc4n32)cc1 (stereo not drawn)	54*	-3
COc1cc(N2C(=O)C3C4C=CC(C4)C3C2=O)nc(OC)n1 (stereo not drawn)	-8	/
CCOC(=O)C(=O)N1CCC(Cn2ccnc2CC)CC1	-14	-4
Cc1nc(Oc2ccccc2)cc(N2CCN(C(=O)c3c(F)cccc3F)CC2)n1	1	1
COc1ccc(OC)c(C2C(C#N)=C(N)OC3=C2C(=O)CC(c2ccccc2)C3)c1 (stereo not drawn)	37	-4
O=C1C(=O)c2ccccc2C(O)=C1c1ccccc1F	4	-5
OCc1ccc(-c2cc(C(F)(F)F)cc(C(F)(F)F)c2)o1	/	0
Brc1cccc(-c2nc3ccccc3o2)c1	-8	3
Cc1cccc(NC(=O)Cn2[nH]c3c(cnc4ccc(Cl)cc43)c2=O)c1C	23	-3
Cc1ccc(NC(=O)CN2C(=O)N/C(=C\c3ccc(Br)s3)C2=O)cc1	15	-5
Cc1c(C(=O)NCCN(C)C)oc2ccc(S(=O)(=O)N3CCCCCC3)cc12	1	-2
Cc1ccc(C)c(C(=O)NCC(C)(O)CCc2ccccc2)c1 (stereo not drawn)	-16	-4
O=C1CC(N2CCN(Cc3ccc4c(c3)OCO4)CC2)C(=O)N1c1ccccc1 (stereo not drawn)	2&-2	7&0
Cc1cccc(NC(c2ccc(O)cc2)c2ccc3ccc(C)nc3c2O)n1 (stereo not drawn)	97*	-6
O=C(C1CCCO1)N1CCc2[nH]nc(-c3ccc(F)cc3)c2C1 (stereo not drawn)	1	-4
CCN(CC)C(=O)N1c2ccccc2C=Cc2ccccc21	-1	-1
COc1ccc(-n2nc3c(c2NC(=O)c2cc([N+](=O)[O-])ccc2Cl)CSC3)cc1	21	-6
CCOc1ccc(NC(=O)c2ccccc2NC(=O)c2ccccc2)cc1	-11	-21
